# Screening data as filed in PubChem BioAssay.
# KOR beta-arrestin-1: kappa opioid receptor blockers – cell-based, luminescence, uHTS (AID 1778); hit rate 0.091% among 290,000; KOR beta-arrestin recruitment, luminescence, antagonist mode; higher % means a stronger effect; inhibition, % at 10 µM; hits with a dose series show IC50 in µM; also: strong numbers were not always called active
# GPR55 activation: selective activators of receptor GPR55 – imaging, U2OS cells, beta-arrestin-GFP redistribution, primary screen (AID 1961). hit rate 0.048% among 290,000. U2OS GPR55 beta-arrestin-GFP redistribution imaging; higher % means a stronger effect. activation, % at 10 µM; hits with a dose series show EC50 in µM;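 active = activation above 40% with more than 50 cells counted in the well; inconclusive = wells holding fewer than 50 cells, flagged as toxic or sparse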;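 also: U2OS osteosarcoma cells stably expressing GPR55 and beta-arrestin-GFP; plate controls were DMSO negative control for no effect and LPI positive control for full effect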
# SV40 large T antigen: SV40 large T antigen inhibitors, biochemical (AID 1903); SV40 large T antigen ATPase/helicase inhibition assay; higher % means a stronger effect; one-dose inhibition, % at 20 µM; IC50 in µM for titrated hits; hit rate 0.39% among 310,000; in the data active = a potency from the dose series; inconclusive = inhibition mostly from about 32% at the one dose, without a potency; inactive = the rest, 99 in 100 with inhibition below about 32%; also: strong numbers were not always called active
# MgcRacGAP inhibition: MgcRacGAP GTPase-activating activity inhibitors, confirmation, biochemical, ADP Hunter fluorescence. MgcRacGAP-stimulated Rac1 GTP hydrolysis, ADP Hunter fluorescence; higher % means a stronger effect; GST-tagged Rac1 F28L mutant substrate. inhibition, % at 30 µM; hits with a dose series show IC50 in µM. hit rate 0.6% among 340,000;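 active = first-screen hits whose inhibition reached a set limit at any dose in the follow-up dose series; inconclusive = inhibition above the set first-screen limit but never retested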;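 also: fluorescence reports GDP produced by GAP-driven GTP hydrolysis; strong numbers were not always called active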
# KOR beta-arrestin-2: kappa opioid receptor activators – cell-based, luminescence, uHTS, primary screen (AID 1777); KOR beta-arrestin recruitment, luminescence; higher % means a stronger effect; one-dose activation, % at 10 µM; EC50 in µM for titrated hits; hit rate 0.02% among 280,000; in the data active = activation above about 50%, passing the limit was not always enough; also: a part of the inactive calls stands beside numbers as strong as those of hits
# GPR55 antagonists: inhibition of LPI-stimulated GPR55 beta-arrestin translocation – imaging, U2OS, beta-arrestin-GFP, LPI agonist, primary screen (AID 2013) | hit rate 0.13% among 290,000 | one-dose inhibition, % at 10 µM; IC50 in µM for titrated hits | U2OS GPR55 beta-arrestin-GFP translocation imaging, LPI antagonism; higher % means a stronger effect;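 active = spots per cell inhibited over 60%, with over 100 cells counted and total cytoplasm intensity under 500,000; inconclusive = wells with under 100 cells, flagged as likely toxic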;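 also: U2OS cells stably carrying GPR55 and arrestin-GFP stimulated by 5 µM LPI near EC80; imaged beta-arrestin-GFP aggregate spots per cell after agonist stimulation; plate controls were LPI-stimulated DMSO wells for no effect and DMSO wells without LPI for full effect; some results filed as inactive read as strong as hits; confirmed hits need IC50 under 10 µM and bright autofluorescent wells are also inconclusive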
# NOD2 inhibition: NOD2 signaling inhibitors, cell-based, luminescence, uHTS, HEK293 (AID 1566). inhibition, % at 4 µM; hits with a dose series show EC50 in µM. hit rate 0.63% among 290,000. HEK293 NOD2/NF-kB luciferase reporter, luminescence; higher % means a stronger effect; also: many of its hits are not listed in these tables
# HIV peptide binding: inhibitors of HIV fusion peptide binding, primary screen, biochemical, uHTS, fluorescence dequenching (AID 1986) | cell-free peptide binding, fluorescence dequenching, 30 min; higher % means a stronger effect | one-dose inhibition, % at 20 µM; IC50 in µM for titrated hits | hit rate 0.3% among 290,000; in the data active = inhibition mostly above about 52%, no sharp cut-off; inactive = mostly below about 76%; also: some results filed as inactive read as strong as hits
# NOD1 NF-kB reporter: inhibition of NOD1-driven NF-kB reporter – cell-based, luminescence, uHTS, primary screen (AID 1578) | NOD1-driven NF-kB luciferase reporter cells, luminescence; higher % means a stronger effect | inhibition, % at 4 µM; hits with a dose series show EC50 in µM | hit rate 1% among 290,000; in the data active = inhibition mostly above about 36%, no sharp cut-off; inactive = mostly below about 34%;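 also: HEK-293T reporter cells stimulated with the NOD1 agonist gamma-tri-DAP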
# An asterisk follows results filed as active; ? = inconclusive; / = no result given; [ ] = remark or other dose. Rule as the data show it, unless noted: active = inhibition above about 50%; inactive = the rest. Some of the compounds tested; count on the stated rates, not on these rows.
SMILES,KOR beta-arrestin-1,GPR55 activation,SV40 large T antigen,MgcRacGAP inhibition,KOR beta-arrestin-2,GPR55 antagonists,NOD2 inhibition,HIV peptide binding,NOD1 NF-kB reporter
CCc1ccccc1N(CC(=O)N1CCCC1)S(C)(=O)=O,11%,0.3%,1%,5%,-2.4%,0%,15%,-0.3%,-4%
C(=C\c1ccccn1)/c1cccnc1,15%,0.5%,/,8%,2.5%,10%,-45%,0.5%,-16%
CC12/C(=N/O)C3C4CC5C3/C(=N/O)C1C5C42 (configuration not stated),46%,-0.1%,6%,-1%,-3.0%,6%,12%,-1.5%,-2%
CCn1c(CSc2nc3ccccc3s2)nc2ccccc21,10%,-0.1%,1%,2%,4.7%,-16%,-26%,-1.3%,-27%
Cc1c(C(=O)O)sc2c1c(=O)n(Cc1ccccc1)c(=O)n2C,-22%,0.0%,-2%,13%,-2.6%,4%,12%,-0.8%,4%
O=C(c1ccccn1)c1cc2ccccc2n1S(=O)(=O)c1ccccc1,-48%,-0.2%,14%,10%,0.9%,-11%,-11%,-0.7%,5%
CCN(CC)c1ccc(NC(=O)c2cnn(CC)c2)cc1,11%,0.3%,6.7µM*,?,-2.2%,7%,-4%,-3.5%,6%
COc1cccc(-n2nnc3c(=O)n(CC(=O)Nc4cc(C)on4)cnc32)c1,14%,-0.1%,11%,0%,-5.0%,14%,-18%,0.0%,-8%
O=C(NC1CCCCCC1)c1c2c(nc3ccccc13)CCN(Cc1ccccc1)C2,8%,-0.4%,10%,6%,2.8%,13%,8%,7.3%,8%
CC(=O)c1c(C)nc(-c2ccc(OCC(=O)Nc3ccccc3)cc2)n1O,-5%,0.0%,37%,4%,-1.6%,3%,15%,2.4%,-17%
COc1ccc(/C(O)=C/C(=O)C(=O)NNC(=O)C(O)(c2ccccc2)c2ccccc2)cc1,-15%,0.3%,6%,-2%,-4.7%,4%,18%,0.1%,10%
COc1ccccc1NC(=S)N(CCN1CCOCC1)Cc1ccccc1F,-1%,-0.7%,6%,11%,-1.4%,11%,1%,-0.8%,-32%
Cc1nnc(NCc2n[nH]c(=O)c3ccccc23)c2ccccc12,31%,-0.2%,-6%,-11%,-4.7%,0%,9%,-0.8%,-13%
CCCNC(=O)C1CCN(S(=O)(=O)c2ccc(Br)cc2)CC1,2%,0.1%,4%,13%,3.5%,12%,19%,0.2%,-21%
O=C(c1cnc2ccccn2c1=O)N1CCCc2ccccc21,28%,0.0%,4%,7%,-3.0%,-2%,9%,-0.3%,-9%
Cc1ccc(N(CC(=O)N2CCc3ccccc32)C2=NC(=O)CS2)cc1,5%,-0.3%,-2%,5%,4.8%,8%,12%,5.1%,3%
NC(=O)c1c(NC(=O)C(=O)N2CCOCC2)sc2c1CCCC2,-15%,1.3%,/,9%,-7.7%,1%,/,1.5%,/
CCN(C(=O)[C@@H]1CCCN1C(=O)c1cccs1)c1nc2cc(Cl)ccc2s1,28%,1.5%,8%,-3%,-3.6%,-2%,16%,-2.1%,-14%
CCn1cnc2scc(-c3ccccc3)c2c1=O,-48%,0.2%,1%,6%,2.8%,-24%,2%,0.1%,12%
O=C(O)Cc1c(O)ccc2ccccc12,0%,0.3%,21%,7%,-1.1%,-4%,-11%,5.0%,-2%
O=C(CCS(=O)(=O)c1cccc2nsnc12)NC1CCCCCC1,14%,-0.1%,-4%,2%,0.9%,-4%,10%,-0.9%,-3%
Cn1c(=O)cc(SCC(=O)N2CCCC2)c2ccccc21,14%,0.3%,12%,7%,-1.3%,0%,1%,1.4%,-10%
O=C(CSc1ncccc1-c1nc2ccccc2[nH]1)N1CCCCC1,-9%,-0.2%,19%,9%,4.4%,2%,-6%,-0.9%,-46%
CC1CCC(NC(=S)NCCN(C)C)CC1 (configuration not stated),-23%,-0.2%,5%,28%,-1.8%,5%,-20%,0.2%,-19%
COc1c(Cl)ccc(Cl)c1C(=O)OCC(=O)O,-9%,-0.2%,16%,1%,5.0%,5%,8%,-1.9%,7%
SMILES,KOR beta-arrestin-1,GPR55 activation,SV40 large T antigen,MgcRacGAP inhibition,KOR beta-arrestin-2,GPR55 antagonists,NOD2 inhibition,HIV peptide binding,NOD1 NF-kB reporter
O=C(COC(=O)c1ccccc1NC(=O)C1CC1)c1ccc2c(c1)OCCO2,29%,-0.2%,4%,/,0.9%,12%,9%,0.7%,-22%
COC(=O)c1c(-c2ccccc2)c(-c2ccccc2)nn(C)c1=O,-33%[20 µM],-0.2%,5%,10%,-6.8%,-9%,11%,-0.7%,-3%
CC(C)C12CN3CC(C(C)C)(CN(C1)C3c1ccccc1)C2O (configuration not stated),-18%,-0.3%,7%,5%,13%,-5%,-8%,11%,-20%
O=C(Nc1ccc(S(=O)(=O)N2CCOCC2)cc1)C1COc2ccccc2O1 (configuration not stated),13%,-0.2%,2%,3%,15%,-14%,-4%,-1.4%,13%
O=C(CN1C(=O)C2CC=CCC2C1=O)N1CCN(c2ccc([N+](=O)[O-])cc2)CC1 (configuration not stated),16%,0.2%,7%,-7%,1.6%,3%,20%,-1.0%,2%
Cc1ccc(Cl)cc1NC(=O)Cn1nc(-c2cccs2)ccc1=O,12%,-0.2%,-4%,8%,1.2%,-12%,11%,-0.1%,1%
COc1cc(CO)ccc1OCc1ccc(Cl)nc1,-2%,-0.3%,1%,-2%,1.5%,-1%,-83%,0.0%,-4%
CCc1nn(CC(=O)NC(C)CCc2ccccc2)c(=O)c2cc3cc(F)ccc3n12 (configuration not stated),2%,0.2%,8%,13%,-4.5%,7%,0%,10%,-16%
COc1ccc(-c2cc(CNC(=O)CN3CCN(C)CC3)on2)cc1,-19%,0.6%,29%,8%,-2.5%,4%,14%,0.7%,-7%
Cn1c(=O)c2c(ncn2CC(=O)N2CCCc3ccccc32)n(C)c1=O,/,-0.1%,4%,-1%,/,8%,0%,-2.3%,-15%
O=C(O)CNC(=O)C(c1ccccc1)c1ccccc1,-3%,-0.1%,7%,8%,4.7%,2%,-7%,-0.6%,7%
Cc1ccc(C)c(C(=O)CN2C(=O)NC3(CCCCCCC3)C2=O)c1,-8%,0.4%,10%,7%,-1.7%,9%,2%,0.1%,-60%
CCc1nnc(NC(=O)/C=C/c2ccc(C)o2)s1,14%,1.0%,10%,7%,2.7%,16%,-20%,17%,-26%
Cc1ccc2c(c1)N(C(=O)CCC(=O)NCc1cccc(F)c1)CCO2,9%[20 µM],-0.1%,6%,-1%,-2.2%,4%,8%,-0.8%,-27%
CCC(C)NC(=O)CCn1c(=O)c2cccn2c2ccc(F)cc21 (configuration not stated),-13%,-0.3%,5%,7%,-0.1%,10%,13%,1.5%,-2%
COC(=O)c1cccc(NC(=S)N2CCN(c3ccccc3F)CC2)c1,-30%,0.0%,11%,3%,-1.3%,6%,3%,-1.2%,-1%
CCC(C)N(C(=O)Cn1nnc2ccccc21)C(C(=O)NCc1ccco1)c1cccc(OC)c1 (configuration not stated),-4%,0.3%,19%,2%,1.1%,14%,-1%,1.4%,-18%
COc1cc(/C=N/NC(=O)CCC(=O)NC2CCCCC2)ccc1C,25%,0.2%,14%,9%,-3.0%,-8%,8%,-1.4%,-1%
COc1ccccc1N1CCN(C(=O)/C=C/c2ccccc2)CC1,-18%,0.2%,6%,7%,-7.2%,5%,8%,-1.1%,-16%
O=c1[nH]nc(CNc2ccc(C(F)(F)F)cc2)c2ccccc12,-8%,-0.2%,6%,-14%,-1.7%,-4%,6%,-0.3%,-27%
CC1CCN(CCCCOc2ccc(F)cc2)CC1,4%,-0.1%,7%,/,-1.6%,-1%,0%,-1.6%,-4%
COc1cccc(-n2c(Cc3cc(=O)[nH]c(=O)[nH]3)nnc2SCC(=O)N2CCCC2)c1,10%,-0.4%,4%,11%,-6.3%,4%,-12%,-0.5%,-21%
CCC1CN(C(=O)NCc2ccc(C)cc2)c2cc(C)ccc2O1 (configuration not stated),-23%,0.0%,3%,6%,1.4%,-16%,-6%,0.4%,-8%
O=c1ccc(-c2ccc(S(=O)(=O)NCC3CCN(Cc4ccccc4F)CC3)s2)n[nH]1,0%,0.4%,/,13%,1.1%,0%,-1%,1.4%,-6%
Cc1cccc(CNC(=O)CCc2nnc(C3CCCCC3)o2)c1,-5%,1.6%,3%,6%,-7.0%,3%,-40%,1.4%,-38%
COc1ccc([C@@H]2C[C@H]3CN(c4ccccc4)C(=O)[C@]34CCCN24)c(OC)c1OC,-21%,0.5%,12%,9%,4.8%,-4%,0%,4.2%,11%
COc1ccc(OC)c(Cc2nnc(CCC(=O)NCc3ccsc3)o2)c1,2%[20 µM],0.3%,19%,7%,-3.4%,-11%,-11%,-0.7%,-34%
CCOC(=O)c1cc(C)sc1NC(=O)C1CCC1,-25%,-0.4%,0%,3%,-4.5%,-22%,1%,0.2%,8%
COc1cccc(NC(=O)C2C3C=CC(O3)C2C(=O)NCc2cccnc2)c1 (configuration not stated),-25%,-0.2%,23%,4%,0.7%,0%,1%,-2.4%,-20%

# Of the compounds above, eight have a thiophene ring, fused or not:
SMILES,KOR beta-arrestin-1,GPR55 activation,SV40 large T antigen,MgcRacGAP inhibition,KOR beta-arrestin-2,GPR55 antagonists,NOD2 inhibition,HIV peptide binding,NOD1 NF-kB reporter
Cc1c(C(=O)O)sc2c1c(=O)n(Cc1ccccc1)c(=O)n2C,-22%,0.0%,-2%,13%,-2.6%,4%,12%,-0.8%,4%
NC(=O)c1c(NC(=O)C(=O)N2CCOCC2)sc2c1CCCC2,-15%,1.3%,/,9%,-7.7%,1%,/,1.5%,/
CCN(C(=O)[C@@H]1CCCN1C(=O)c1cccs1)c1nc2cc(Cl)ccc2s1,28%,1.5%,8%,-3%,-3.6%,-2%,16%,-2.1%,-14%
CCn1cnc2scc(-c3ccccc3)c2c1=O,-48%,0.2%,1%,6%,2.8%,-24%,2%,0.1%,12%
Cc1ccc(Cl)cc1NC(=O)Cn1nc(-c2cccs2)ccc1=O,12%,-0.2%,-4%,8%,1.2%,-12%,11%,-0.1%,1%
O=c1ccc(-c2ccc(S(=O)(=O)NCC3CCN(Cc4ccccc4F)CC3)s2)n[nH]1,0%,0.4%,/,13%,1.1%,0%,-1%,1.4%,-6%
COc1ccc(OC)c(Cc2nnc(CCC(=O)NCc3ccsc3)o2)c1,2%[20 µM],0.3%,19%,7%,-3.4%,-11%,-11%,-0.7%,-34%
CCOC(=O)c1cc(C)sc1NC(=O)C1CCC1,-25%,-0.4%,0%,3%,-4.5%,-22%,1%,0.2%,8%
